DENV2 CPE: inhibitors of DENV2 cytopathic effect | 350,000 tested, 1.7% active | CPE inhibition, % at 9.99 µM | DENV2-infected cells, cytopathic effect rescue, plate reader | AID 651640; in the data active means CPE inhibition above about 20%, passing the limit was not always enough; inconclusive means no clear call, values can overlap the other calls; tested in BHK-21 cells;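 further: 0% = median of neutral control wells and 100% = median of positive control wells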
INS-1E GSIS act: GLuc luminescence reporter in INS-1E cells, primary screen for activators of glucose-dependent secretion of insulin; INS-1E GLuc reporter insulin secretion, 2-3 h; 370,000 tested, 0.61% active; activation, % at 16.6 µM;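 active means lowest replicate activation of at least 40%, so every replicate reaches that level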;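 further: 0% = median of neutral control wells and 100% = median of IBMX positive control wells; some compounds called inactive have numbers as strong as hits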
CFTR F508del cor: CFTR F508del correction in bronchial cells; activity (quench increase), % at 7.58 µM; CFBE cells, YFP halide quenching; stimulated with forskolin plus potentiator P3; % fluorescence drop versus neutral controls; AID 720511; 350,000 tested, 0.36% active;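 active means mean added fluorescence quench of at least 8% versus neutral control, with both replicates also reaching 8%; inconclusive means only one of the mean or replicate conditions met; inactive means mean below 8% and not both replicates reaching 8%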;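 further: cells transiently co-express mutant CFTR-F508del with the halide-sensitive YFP; corrector assay measuring rescue of mutant channel to the surface after 24 h compound exposure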
PAX8 inh HTS: inhibitors of PAX8 transcriptional activity in RMG-I cells; RMG-I TPO-luciferase reporter, SteadyGlo, 24 h; inhibition, % at 12.6 µM; 360,000 tested, 1.2% active;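 active means mean replicate inhibition at least 60% with every replicate also reaching 60%; inconclusive means only one of the two criteria is met; inactive means mean below 60% and not all replicates reaching 60%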;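 further: luciferase light reporting Pax8 driven TPO promoter activity; plate controls were median of neutral control wells for no effect and mitoxantrone controls for full effect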
ARNT-TACC3 inh: ARNT/TACC3 interaction disruption. AID 623870. AlphaScreen His-ARNT PAS-B/GST-TACC3 binding, luminescence; TACC3 fragment carries E629A point mutation. Q9Y6A5. 390,000 tested, 0.66% active. inhibition, % at 9.99 µM;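 active means mean inhibition of replicates at least 50% and at least half of replicates each reaching 50%; inconclusive means half or more replicates reach 50% but mean below 50%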;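 further: 0% = complete ARNT plus TACC3 wells and 100% = ARNT alone without TACC3; many hits fall short of the cut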
XiGFP reactiv: reactivates the inactive X chromosome in mouse fibroblasts. XiGFP mouse fibroblasts, % GFP-positive cells imaging, 3 d; cells co-treated with 5-aza-dC sensitizer; scaled so ellipticine positive control = 100%. activation, % at 7.58 µM. AID 743238. 360,000 tested, 0.055% active;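 active means mean normalized replicate activation at least 10% and every replicate at or above 10%; inconclusive means only one of the two criteria met; inactive means mean below 10% and not all replicates reach 10%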;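 further: 0% = median of on-plate neutral control wells and 100% = ellipticine 6 µM median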
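System: 68-5-11 XiGFP fibroblast line | Buffer or medium: DMEM containing 5-aza-dC | Compound: Single point | Times: Compounds 3 days, fix/stain 15 min at room temperature | Benchmarks: Positive control ellipticine, 6 µM final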
EWS-Fli block: blocks EWS/Fli oncoprotein-driven transcription; A673 NR0B1-luciferase reporter, viability-normalised; inhibition, % at 12.6 µM; 350,000 tested, 0.67% active;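 active means mean inhibition of at least 50% after viability correction, with every replicate also passing that limit; inconclusive means mean reaches 50% but only one of two replicates passes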;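 further: firefly luciferase signal divided by Alamar Blue viability fluorescence both relative to DMSO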
ERp5 inh: blocks human ERp5 reductase activity on insulin; Q15084; inhibition, % at 9.99 µM; AID 651711; 350,000 tested, 0.05% active; ERp5 insulin aggregation, absorbance 650 nm, 90 min;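 active means mean replicate inhibition above about 25%, with every replicate also reaching it, limit read from the data, passing the limit was not always enough; inconclusive means only one of those two criteria met; inactive means neither criterion met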
Target sequence (Q15084 whole entry, looked up): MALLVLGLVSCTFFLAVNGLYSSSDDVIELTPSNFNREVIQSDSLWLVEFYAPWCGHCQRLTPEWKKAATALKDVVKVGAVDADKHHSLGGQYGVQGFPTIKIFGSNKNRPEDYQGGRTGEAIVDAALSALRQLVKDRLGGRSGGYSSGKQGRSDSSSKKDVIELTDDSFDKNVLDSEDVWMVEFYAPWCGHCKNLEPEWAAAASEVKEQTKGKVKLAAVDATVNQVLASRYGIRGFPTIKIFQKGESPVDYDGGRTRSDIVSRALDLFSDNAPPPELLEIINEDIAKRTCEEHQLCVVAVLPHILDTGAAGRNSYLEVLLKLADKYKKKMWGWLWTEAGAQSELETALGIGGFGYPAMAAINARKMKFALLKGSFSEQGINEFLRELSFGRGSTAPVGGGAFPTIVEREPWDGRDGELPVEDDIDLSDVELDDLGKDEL
* = called active by the depositor; ? = inconclusive; . = not tested or not shown; & = joins results of further samples.

SMILES	DENV2 CPE	INS-1E GSIS act	CFTR F508del cor	PAX8 inh HTS	ARNT-TACC3 inh	XiGFP reactiv	EWS-Fli block	ERp5 inh
Cn1c(CCNC(=O)c2ccccc2F)nnc1SCC(=O)Nc1ccccc1F	0	7	-1.2	7	20	-0.1	4	3
COCC(=O)Nc1ccc2c(c1)[C@@H]1C[C@@H](CC(=O)O)O[C@H](CO)[C@@H]1O2	4	4	-1.4	-7	.	-0.1	.	3
O=C(c1ccc(S(=O)(=O)N2CCCC2)cc1)N1CCC(CN2C(=O)c3cccc4cccc(c34)C2=O)CC1	-4	-11	2.1	7	-4	.	9	-2
N#Cc1ccc(-c2ccc3c(c2)[C@@H]2[C@@H](CCN2C(=O)C2CCCC2)[C@H](CO)N3)cc1	2	18	1.0	.	.	0.0	-1	5
CCOc1ccc(OCC(=O)OCc2cc(=O)n3cc(Br)ccc3n2)cc1	7	-4	-5.0	-13	35	0.2	7	5
Cc1cccc(OCC(=O)NCc2ccccc2)c1	?	7	-3.7	0	-10	0.1	-10	3
O=C(O)CCC(=O)Nc1ccc(S(=O)(=O)c2ccc(NC(=O)CCC(=O)O)cc2)cc1	9	25	1.3	-42	0	0.0	12	5
CCOc1ccc(N2C(=O)CC(N(C)Cc3ccccc3)C2=O)cc1 (stereo not drawn)	-3	-10	.	11	0	0.4	-16	0
COc1ccc(Cl)cc1NC(=O)Nc1ccc(C(=O)N2CCOCC2)cc1	-3	-18	-1.1	-12	1	0.0	-5	5
CC(C)NC(=O)N(C)C[C@H]1Oc2cc(C#CC(C)(C)O)ccc2S(=O)(=O)N([C@H](C)CO)C[C@H]1C	9	26	0.6	.	-13	-0.2	-4	3
Cc1c(NS(=O)(=O)c2ccc(NCC3CCCO3)c([N+](=O)[O-])c2)c(=O)n(-c2ccccc2)n1C (stereo not drawn)	15	4	0.5	4	-3	-0.2	-5	3
COc1ccc(OCC(O)CN(CC(O)COc2ccc(OC)cc2)c2cccc(O)c2)cc1 (stereo not drawn)	-1	-8	0.1	17	7	0.0	.	-2
Cc1ccc(N2C(=O)C3C(C2=O)N2C(c4cccs4)C4C(=O)N(c5ccc(C)cc5)C(=O)C4N2C3c2cccs2)cc1 (stereo not drawn)	.	1	.	12	0	0.0	.	.
C[C@H](NC(=O)[C@@H]1Cc2ccccc2CN1)C(=O)Nc1ccc2c(c1)OCCO2	1	7	-2.3	-20	.	0.2	.	0
CC(O)[C@H]1CNC(=O)C(=O)N1CC1CCCCC1 (stereo partly drawn)	4	3	-1.6	0	-4	0.0	-10	0
O=C1c2nccnc2C(=O)N1c1ccc(C(F)(F)F)cc1	0	-8	3.5	4	-4	0.1	-10	-7
COc1ccccc1N1CCN(S(=O)(=O)c2cn(C)nc2C)CC1	-1	3	-1.1	14	1	-0.1	-3	-4
C[C@@H]1CCCCO[C@H](CN(C)Cc2ccc(C(F)(F)F)cc2)[C@@H](C)CN([C@@H](C)CO)C(=O)c2cc(NC(=O)CCCN(C)C)ccc2O1	-4	5	0.2	.	1	0.0	13	-3
COc1ccccc1C(=O)Nc1ccccc1SC(=O)c1ccccc1OC	1	-18	2.6	-78	4	0.6	6	0
CCC(C(=O)NC1CCCC1)n1c(-c2ccnc3ccccc23)nc2ccccc21 (stereo not drawn)	-4	10	0.6	-14	.	-0.1	2	-4
CCc1c(C)nc2ncnn2c1Nc1ccccc1C	1	-3	2.8	11	-4	0.0	17	2
CCc1ccc(N2CCN(S(=O)(=O)CC34CCC(CC3=O)C4(C)C)CC2)cc1 (stereo not drawn)	-8	-6	-3.1	25	-3	0.3	-2	3
C[C@@H]1CN([C@H](C)CO)C(=O)c2cc(NS(=O)(=O)c3cn(C)cn3)ccc2O[C@@H]1CN(C)C(=O)Nc1ccc2c(c1)OCO2	-2	14	-1.3	.	5	0.1	-4	5
C[C@@H]1CN([C@@H](C)CO)C(=O)c2cc(NS(C)(=O)=O)ccc2O[C@@H](C)CCCCO[C@H]1CN(C)Cc1ccc2c(c1)OCO2	?	-1&22	2.0&0.9	-9&-14	0	-0.1&0.2	0&8	-4&4
Cc1noc(C)c1NC(=O)Nc1ccc2c(c1)C(=O)N([C@H](C)CO)C[C@H](C)[C@@H](CN(C)CC1CCCCC1)OCCCC[C@@H](C)O2	-2	19	-3.2	.	-9	-0.4	6	1

Brought forward from above: 7 entries, then new ones.
SMILES	DENV2 CPE	INS-1E GSIS act	CFTR F508del cor	PAX8 inh HTS	ARNT-TACC3 inh	XiGFP reactiv	EWS-Fli block	ERp5 inh
COc1ccccc1C(=O)Nc1ccccc1SC(=O)c1ccccc1OC	1	-18	2.6	-78	4	0.6	6	0
CCC(C(=O)NC1CCCC1)n1c(-c2ccnc3ccccc23)nc2ccccc21 (stereo not drawn)	-4	10	0.6	-14	.	-0.1	2	-4
CCc1c(C)nc2ncnn2c1Nc1ccccc1C	1	-3	2.8	11	-4	0.0	17	2
CCc1ccc(N2CCN(S(=O)(=O)CC34CCC(CC3=O)C4(C)C)CC2)cc1 (stereo not drawn)	-8	-6	-3.1	25	-3	0.3	-2	3
C[C@@H]1CN([C@H](C)CO)C(=O)c2cc(NS(=O)(=O)c3cn(C)cn3)ccc2O[C@@H]1CN(C)C(=O)Nc1ccc2c(c1)OCO2	-2	14	-1.3	.	5	0.1	-4	5
C[C@@H]1CN([C@@H](C)CO)C(=O)c2cc(NS(C)(=O)=O)ccc2O[C@@H](C)CCCCO[C@H]1CN(C)Cc1ccc2c(c1)OCO2	?	-1&22	2.0&0.9	-9&-14	0	-0.1&0.2	0&8	-4&4
Cc1noc(C)c1NC(=O)Nc1ccc2c(c1)C(=O)N([C@H](C)CO)C[C@H](C)[C@@H](CN(C)CC1CCCCC1)OCCCC[C@@H](C)O2	-2	19	-3.2	.	-9	-0.4	6	1
OC(CN1CCN(c2cccc(Cl)c2)CC1)c1ccccc1 (stereo not drawn)	9	-30	.	10	1	-0.1	-31	-2
CC(C)(CNC(=O)c1ccc(NS(=O)(=O)c2ccc(F)cc2)cc1)N1CCOCC1	8	-5	-2.7	9	.	0.0	10	-1
C[C@H](CO)N1C[C@H](C)[C@H](CN(C)S(=O)(=O)c2cn(C)cn2)Oc2ccc(NC(=O)CCN3CCOCC3)cc2C1=O	7	9	0.3	.	-6	0.2	4	3
O=C(Nc1ccc(Cl)cc1)[C@@H]1[C@@H]2C(=O)N(c3cccc(F)c3)C(=O)[C@@H]2[C@H]2C=CC=NN21	-1	-6	1.3	7	6	0.2	17	3
CCCN(C)C[C@@H]1Oc2cc(C#Cc3ccc(F)cc3)ccc2S(=O)(=O)N([C@@H](C)CO)C[C@H]1C	-3	-7	4.2	.	0	-0.5	11	1
COc1ccc(CN(C(=O)c2ccccc2Br)C2CCS(=O)(=O)C2)cc1 (stereo not drawn)	-3	.	-0.5	-12	-3	0.2	4	6
S=C(Nc1ccccc1)N(Cc1ccccc1)Cc1ccncc1	-5	10	3.8	-6	-2	-0.1	8	0
C[C@@H](NC(=O)C[C@H]1CC[C@H]2[C@@H](COC[C@H](O)CN2C(=O)Nc2cc(Cl)cc(Cl)c2)O1)c1ccccc1	2	-6	-0.1	-4	16	0.1	8	-16
Cn1cc(CC(=O)NCc2ccc(F)cc2)c2ccccc21	1	10	3.0	-17	2	0.2	-13	1
COc1ccccc1C(=O)Nc1ccc2c(c1)C(=O)N(C)C[C@@H](OC)[C@H](C)CN(C)[C@H](C)CO2	-11	9	-0.7	-6	-1	0.2	16	1
CCS(=O)(=O)c1nc(S(=O)(=O)c2ccc(Cl)cc2)c(NCc2ccco2)s1	.	22	.	19	-7	0.0	.	.
COc1ccc(N2C(=O)CC(Sc3n[nH]c(-c4cccc(C)c4)n3)C2=O)cc1 (stereo not drawn)	6	-37	-3.8	-16	.	0.0	-72	0
COc1ccc([C@@H]2C[C@H]3CN(c4ccccc4)C(=O)[C@]34CCCN24)c(OC)c1OC	-3	0	1.5	-15	7	0.0	6	1
CCc1ccc(NC(=O)CN2CCN(c3ccc(OC)cc3)CC2)cc1	4	-10	0.7	30	6	0.0	10	0
COc1cccc(-n2cn[nH]c2=S)c1	2	8	-2.4	2	-1	0.0	18	-3
CN(C)C(=O)c1cccc(-c2ccccc2[C@H]2[C@@H](C#N)N(C(=O)C3CCCCC3)[C@H]2CO)c1	9	-7	-0.8	22	.	0.2	-8	5
Cc1ccc([N+](=O)[O-])cc1N=C(c1ccc([N+](=O)[O-])cc1)N1CCOCC1	-1	-17	0.4	57	-5	0.2	-5	2
Cc1cc(C(=O)Nc2cccc3c2O[C@H](CN(C)Cc2ccc(C(F)(F)F)cc2)[C@@H](C)CN([C@@H](C)CO)C3=O)n(C)n1	15	-12	-1.1	28	2	0.0	-9	-1
CC(C)OC(=O)c1cc2c(ccn2-c2ccc(F)cc2)n1CC(=O)N1CCN(C(=O)c2ccco2)CC1	-3	.	-0.2	36	7	-0.2	15	-2
Cc1ccc(C2(c3noc(CN4CCOCC4)n3)CCCC2)cc1	-4	0	-2.6	-2	-1	.	1	7
Oc1cc2c(cc1O)CN(C(=S)NCCc1ccc(Cl)cc1)CCC2	-4	.	.	34	8	0.0	19	6
Cn1ccsc1=NC(=O)c1ccc(CS(C)(=O)=O)cc1	-4	0	-0.3	-54	-5	0.3	-45	0
CNC[C@@H]1Oc2ncc(C#Cc3ccccc3F)cc2C(=O)N([C@H](C)CO)C[C@@H]1C	.	0	-2.0	16	.	0.2	-1	.
O=C(Nc1cccc(S(=O)(=O)N2CCOCC2)c1)C12CC3CC(CC(C3)C1)C2	-6	13	2.8	.	-2	0.4	19	7
COC(=O)c1nn(-c2ccc(C)cc2)c2nnc(Cc3ccccc3)c(=O)n12	.	8	.	14	-8	0.0	.	.
COc1ccc(S(=O)(=O)N(C)C[C@H]2Oc3c(NC(=O)C4CCOCC4)cccc3C(=O)N([C@@H](C)CO)C[C@H]2C)cc1	-9	7	3.4	.	-10	-0.3	4	1

Quoted from the results shown for reference:
SMILES	DENV2 CPE	INS-1E GSIS act	CFTR F508del cor	PAX8 inh HTS	ARNT-TACC3 inh	XiGFP reactiv	EWS-Fli block	ERp5 inh
C[C@@H](NC(=O)C[C@H]1CC[C@H]2[C@@H](COC[C@H](O)CN2C(=O)Nc2cc(Cl)cc(Cl)c2)O1)c1ccccc1	2	-6	-0.1	-4	16	0.1	8	-16
Cn1cc(CC(=O)NCc2ccc(F)cc2)c2ccccc21	1	10	3.0	-17	2	0.2	-13	1
COc1ccccc1C(=O)Nc1ccc2c(c1)C(=O)N(C)C[C@@H](OC)[C@H](C)CN(C)[C@H](C)CO2	-11	9	-0.7	-6	-1	0.2	16	1

Bioassay records deposited in PubChem by Broad Institute.
